PAFAH1B2 inh: PAFAH1B2 (human) inhibition; AID 492953; P68402; 340,000 tested, 1.2% active; inhibition, % at 3.39 µM; recombinant PAFAH1B2, FP-rhodamine activity probe, fluorescence polarization;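 active means inhibition above the mean of all tested compounds plus 3 SD, cut at about 24% in these data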;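 further: 0% = enzyme with DMSO and 100% = wells lacking PAFAH1B2; many of its hits are not listed in these tables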
LYPLA1 counter: counter-screen for PME1 inhibitors: inhibitors of human LYPLA1. AID 2174. O75608. recombinant LYPLA1, FP-Rh probe fluorescence polarization. 320,000 tested, 0.16% active. inhibition, % at 5.9 µM;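 active means inhibition above the mean of all tested compounds plus 3 SD, set per campaign, cut at about 14% in these data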;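 further: inhibitors block serine hydrolase probe labeling of LYPLA1 so polarization falls; 0% = enzyme with DMSO and 100% = wells lacking LYPLA1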
Target sequence (O75608 whole entry, looked up): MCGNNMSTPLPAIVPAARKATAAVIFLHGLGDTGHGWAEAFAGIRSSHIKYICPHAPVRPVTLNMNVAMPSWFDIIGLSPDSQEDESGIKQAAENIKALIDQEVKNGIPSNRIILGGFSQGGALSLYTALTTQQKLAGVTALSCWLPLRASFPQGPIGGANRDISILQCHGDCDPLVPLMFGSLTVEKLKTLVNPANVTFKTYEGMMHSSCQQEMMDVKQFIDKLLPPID
PAD4 inh: blocks human protein arginine deiminase 4. Q9UM07. recombinant PAD4, RCA probe fluorescence polarization. inhibition, % at 6.36 µM. 330,000 tested, 0.41% active. AID 485272;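 active means percent inhibition above a cutoff equal to the mean of all tested compounds plus 3 SD, cut at about 15% in these data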;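 further: 0% = PAD4 with RCA probe and DMSO and 100% = probe without PAD4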
PME-1 primary: PME-1 (human) inhibition; recombinant PME-1, FP-Rh probe fluorescence polarization; AID 2130; 320,000 tested, 0.53% active; inhibition, % at 5.9 µM;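 active means inhibition above the campaign mean of all compounds plus 3 SD, cut at about 26% in these data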;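 further: competitive labeling of PME-1 active site by serine hydrolase directed probe; 0% = PME-1 with DMSO and 100% = wells lacking PME-1 enzyme; inhibitors block probe labeling so polarization falls and inhibition rises; many of its hits are not listed in these tables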
GSTO1 counter: counter-screen for RBBP9 inhibitors: inhibitors of human GSTO1. recombinant GSTO1, activity-based probe fluorescence polarization. inhibition, % at 5.96 µM. 300,000 tested, 1.1% active. AID 1974;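 active means inhibition above the campaign mean inhibition plus 3 SD, cut at about 35% in these data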;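 further: 0% = GSTO1-1 with DMSO and 100% = wells lacking GSTO1-1 enzyme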
Target sequence (P78417 whole entry, looked up): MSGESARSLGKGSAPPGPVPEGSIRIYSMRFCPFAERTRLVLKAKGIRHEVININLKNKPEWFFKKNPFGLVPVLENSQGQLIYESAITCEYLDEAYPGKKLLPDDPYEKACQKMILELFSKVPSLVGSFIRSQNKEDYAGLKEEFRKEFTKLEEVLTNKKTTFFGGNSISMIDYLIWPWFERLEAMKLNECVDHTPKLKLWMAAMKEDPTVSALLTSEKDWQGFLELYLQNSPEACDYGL
PAFAH2 FP inh: inhibitors of human PAFAH2; inhibition, % at 3.39 µM; Q99487; 340,000 tested, 0.99% active; AID 492956; recombinant PAFAH2, FP-rhodamine activity probe, fluorescence polarization;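 active means inhibition above the mean over all tested compounds plus 3 SD, cut at about 30% in these data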;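 further: inhibitors block probe labeling of enzyme so polarization drops; 0% = enzyme with DMSO and 100% = wells lacking PAFAH2 protein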
pPAFAH inh: inhibitors of human plasma PAF acetylhydrolase (pPAFAH); Q13093; recombinant pPAFAH, FP-rhodamine probe fluorescence polarization; inhibition, % at 3.39 µM; 330,000 tested, 1.5% active; AID 463082;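 active means inhibition above the mean inhibition across the screen plus 3 SD, cut at about 25% in these data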;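 further: inhibitors block binding of the rhodamine activity-based probe so polarization drops; 0% = enzyme with DMSO and 100% = wells lacking pPAFAH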
LYPLA2 counter: blocks human lysophospholipase 2, a PME1 counter-screen. O95372. recombinant LYPLA2, FP-Rh probe fluorescence polarization. 320,000 tested, 0.38% active. AID 2177. inhibition, % at 5.9 µM;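 active means inhibition above the screen-wide mean plus 3 SD, limit set per campaign, cut at about 26% in these data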;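 further: 0% = LYPLA2 with DMSO and 100% = wells lacking LYPLA2 enzyme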
Target sequence (O95372 whole entry, looked up): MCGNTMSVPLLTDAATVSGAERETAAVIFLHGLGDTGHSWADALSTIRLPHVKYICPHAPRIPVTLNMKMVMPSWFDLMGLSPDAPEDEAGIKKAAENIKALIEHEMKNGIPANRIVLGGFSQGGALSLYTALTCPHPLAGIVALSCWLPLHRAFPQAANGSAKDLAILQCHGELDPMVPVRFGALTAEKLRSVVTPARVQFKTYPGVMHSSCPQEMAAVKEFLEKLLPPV
PAFAH1B3 FP inh: blocks human PAF acetylhydrolase 1B catalytic subunit 3; Q15102; recombinant PAFAH1B3, FP-rhodamine probe, fluorescence polarization; inhibition, % at 3.39 µM; 340,000 tested, 0.28% active;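 active means inhibition above the screen-wide average of all tested compounds plus 3 SD, cut at about 25% in these data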;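 further: 0% = enzyme with DMSO only and 100% = wells lacking PAFAH1B3 protein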
Target sequence (Q15102 whole entry, looked up): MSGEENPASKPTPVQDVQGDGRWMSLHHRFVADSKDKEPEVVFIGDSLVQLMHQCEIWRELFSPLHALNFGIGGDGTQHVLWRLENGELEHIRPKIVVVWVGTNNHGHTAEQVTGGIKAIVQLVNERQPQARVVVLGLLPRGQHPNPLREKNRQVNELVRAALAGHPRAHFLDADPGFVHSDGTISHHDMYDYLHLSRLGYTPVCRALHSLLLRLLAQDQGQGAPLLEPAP
Active calls of the source: *; · = no result given. Only part of the results is shown, so the mix of outcomes need not match the whole.

SMILES	PAFAH1B2 inh	LYPLA1 counter	PAD4 inh	PME-1 primary	GSTO1 counter	PAFAH2 FP inh	pPAFAH inh	LYPLA2 counter	PAFAH1B3 FP inh
Cc1ccc2[nH]c(=O)c(CN(Cc3cccs3)C(=S)NCc3ccco3)cc2c1	6.8	-11.2	1.9	-10.4	-1.7	-6.9	5.2	-15.7	7.3
CN(C)/C=N/c1[nH]ncc1C#N	·	1.3	-1.6	0.6	7.7	·	0.4	-1.4	·
COc1ccc(S(=O)(=O)N2CCN(c3ccccc3)CC2)cc1C(=O)N1CCCC1	6.5	-0.5	-2.1	6.6	1.4	-0.9	2.0	-2.8	5.6
O=S(=O)(c1ccc(Br)s1)N1CCNCC1	8.8	2.2	0.0	1.0	-2.3	-0.9	1.3	1.7	1.4
Cc1ccc(S(=O)(=O)N2CCC(C(=O)OCC(=O)N3CCc4ccccc43)CC2)cc1	7.2	-3.5	-1.6	18.3	-0.6	-0.3	10.1	1.0	-1.6
COc1cccc(Nc2nc(-c3sc(NC(=O)c4ccccc4)nc3C)cs2)c1	0.1	-12.4	-5.3	10.7	5.3	-12.3	8.6	-12.0	11.2
C=COCCNC(=O)C1CC(=O)N(c2ccc(C)cc2)C1 (configuration not stated)	0.0	-4.7	-0.8	-4.3	-3.8	-3.0	0.9	-1.0	-4.6
CCOC(=O)c1c(NC(=O)CSc2nnc(N)s2)sc(C)c1-c1ccc(C)cc1	-12.2	-10.4	-3.6	-11.7	-0.5	-9.5	19.9	-16.0	-7.2
Cc1ccc(NC(=O)CN(C)CC(=O)N(C)Cc2ccccc2)cc1	5.3	-1.1	-1.8	5.6	·	8.2	1.5	2.8	3.6
O=C(CCCN1C(=O)c2ccccc2C1=O)Nc1ccc(S(=O)(=O)N2CCCCC2)cc1	19.4	-0.6	-2.3	2.7	-1.5	-1.2	-2.5	6.3	2.9
O=C(c1cc([N+](=O)[O-])ccc1N1CCOCC1)N1CCCCC1	-3.1	-0.9	-1.1	1.5	1.3	2.5	0.3	2.5	6.2
CC(=O)c1cccc(CN2CCN(CC(C)C)C(CCO)C2)c1 (configuration not stated)	3.0	2.0	-1.9	-1.1	6.6	-2.4	0.2	2.3	-10.5
O=C(N/N=C/c1ccccc1O)c1cc[n+]([O-])cc1	1.9	-0.7	-5.3	0.6	7.9	4.6	0.3	-1.8	8.3
O=C1CC(=O)CC(c2ccco2)C1	6.1	3.3	-2.1	-0.5	3.8	3.8	5.5	1.1	8.8
O=C(NCc1cccs1)c1csc2ccccc12	3.8	-1.8	-3.9	-4.4	4.9	-0.9	0.7	-5.2	4.8
COc1cccc(OCc2nc3ccccc3[nH]2)c1	1.9	2.6	2.4	-0.8	-0.2	-4.5	4.8	3.4	8.2
COc1ccc(-c2nc(CS(=O)(=O)CC(=O)NCc3ccccc3OC)c(C)o2)cc1	3.4	-1.6	-2.3	5.8	1.8	-2.9	-0.3	-0.6	-1.1
CN(C(=O)c1cccc(NC(=O)Cc2cccc([N+](=O)[O-])c2)c1)C1CCC1	8.8	·	-2.4	·	·	13.1	6.9	·	4.8
COc1ccccc1NC(=O)N(CCCN1CCOCC1)Cc1cc2cc3c(cc2[nH]c1=O)OCO3	5.0	5.8	-4.3	0.7	-2.7	3.0	1.8	7.4	2.3
Cc1cccc(C)c1NC(=O)CN(C)C(=O)c1cc([N+](=O)[O-])ccc1N1CCOCC1	0.9	4.0	-1.9	3.5	-1.4	-3.2	4.5	6.8	-1.6
O=C(NCc1cccs1)C(=O)NCC(c1ccco1)N1CCN(c2ccc(F)cc2)CC1 (configuration not stated)	4.0	-0.1	0.1	-2.7	-2.2	4.3	8.6	8.3	7.2
CCN(CC)CCCNC(=O)c1cc2c(=O)n(CC)c3ccccc3c2s1	3.7	2.6	-3.7	-2.0	3.8	-1.7	2.0	12.9	-2.0
O=C1O/C(=C\c2ccccc2)c2ccccc21	-3.0	-4.1	-3.3	-5.3	3.5	8.0	0.1	0.5	-1.6
Cc1onc(-c2ccccc2)c1C(=O)c1c[nH]c(C(=O)NCc2ccncc2)c1	4.2	-1.2	-0.5	-0.6	-4.0	-7.2	2.7	1.7	5.8
Cc1nnc(-c2cnn(C)c2N)n1Cc1ccc(Cl)cc1	7.0	-1.6	1.6	-2.7	7.9	6.9	7.5	0.2	3.0
CCN(Cc1nc2ccccc2c(=O)[nH]1)Cc1cc(=O)oc2cc(OC)ccc12	-0.3	-2.9	1.9	0.6	-1.9	-2.0	2.4	-1.6	-0.6
CCOC(=O)CSc1nnc(-c2ccco2)n1-c1ccccc1	0.5	1.6	2.8	-3.5	3.1	5.4	4.2	-2.0	5.0
CCOC(=O)c1ccc(NC(=O)CSc2nc3c(c(=O)n2C)SC(C)C3)cc1 (configuration not stated)	1.5	-0.1	1.9	8.9	6.2	3.0	0.6	2.7	0.7
Cc1nnc(SCC(=O)N2CCc3ccccc3C2)n1-c1ccccc1	1.7	-0.2	-1.7	-8.4	0.5	7.0	1.4	9.2	-2.6
CCSc1nnc(NC(=O)c2nc(S(=O)(=O)Cc3ccc(F)cc3)ncc2Cl)s1	4.8	3.9	-4.3	-2.2	-9.2	3.8	5.6	-7.7	10.8
N#C/C(=C\c1ccc(N2CCOCC2)o1)C(=O)NCC1CCCO1 (configuration not stated)	2.7	1.4	-2.7	1.5	1.3	4.8	-2.4	3.7	6.3
CCCCCCCC1(C)NC(=O)N(CC(=O)Nc2cc(C)on2)C1=O (configuration not stated)	6.4	0.9	0.3	-3.7	-6.1	4.6	2.1	-4.9	3.4
Cc1cc(C)n(-c2ccc(S(N)(=O)=O)cc2[N+](=O)[O-])n1	3.5	-1.9	-5.4	1.3	14.3	3.9	1.6	15.1	-0.2
CCNC(=O)CN1C(=O)NC(CCc2ccccc2)C1=O (configuration not stated)	-3.1	0.6	0.3	5.0	3.2	-2.4	4.1	3.0	14.8
Cc1cc(C(=O)NNC(=O)c2cccc([N+](=O)[O-])c2)n[nH]1	2.5	0.4	4.8	3.3	·	-6.2	-2.2	-3.5	5.2
CCOCCCNC(=O)C1CCN(C(=O)Nc2ccc(C)cc2)CC1	-0.8	-1.4	-3.1	-2.3	3.2	2.5	2.9	-3.6	1.4
CC(Sc1nnc(CC(C)c2ccccc2)n1N)C(N)=O (configuration not stated)	7.9	2.7	-0.8	-4.2	-2.2	-3.8	0.2	-3.4	0.2
CCOC(=O)C1(CC2CCCCO2)CCN(S(=O)(=O)c2ccccc2)CC1 (configuration not stated)	-0.6	1.4	-2.0	-9.8	9.2	1.6	1.6	2.5	-2.9
Cc1ccc(C(=O)N/N=C2\SCC(=O)N2c2cc(C)ccc2C)cc1	2.6	-2.2	-2.3	-2.5	4.9	4.8	2.6	0.4	-4.5
Cc1nn(C)cc1CNC(=O)Nc1ccc(Cl)c(Cl)c1	3.2	-7.2	1.8	-3.4	-2.2	-7.1	-4.8	10.8	5.1
O=C1Nc2cc(C(=O)NCCCN3CCOCC3)ccc2S/C1=C/c1cccc(Cl)c1	0.7	-5.2	-1.2	-3.0	-40.7	0.9	20.0	6.5	-3.7
O=C(CNCc1ccccn1)Nc1ccc([N+](=O)[O-])cc1C(=O)Nc1ccccc1F	-0.8	-3.3	0.3	9.4	-3.2	13.1	8.0	-3.0	-0.2
COc1ccc(S(=O)(=O)NCCC(=O)NC2CCCCCCC2)cc1	5.4	0.0	-1.1	6.3	4.4	-0.9	-3.5	-5.2	-0.6
COc1ccc(C2OC(=O)Cc3cc(OC)c(OC)cc32)cc1 (configuration not stated)	9.0	0.6	-2.1	3.8	5.1	4.5	-3.4	-0.6	2.6
CC(=O)N(Cc1cc(=O)[nH]c2ccccc12)c1ccc(C)cc1	1.9	-0.5	0.7	1.2	-12.7	1.2	1.3	0.9	6.1
CCOc1ccc(C(=O)NCC(=O)Nc2ncccc2C)cc1OCC	1.6	1.9	2.7	-8.3	4.5	-11.3	0.2	5.2	3.1
CC(C)(C)c1ccc(Oc2ncccc2NC(=O)c2cccs2)cc1	0.1	-1.8	4.3	-5.0	4.5	-1.1	1.5	0.6	3.4
CCN(CC)c1cccc(OCC(=O)N2c3ccccc3CC2C)c1 (configuration not stated)	5.6	-0.9	3.8	0.7	·	0.4	2.8	-3.6	5.7
Cc1ccc(S(=O)(=O)CCC(=O)Nc2nccs2)cc1	2.0	3.4	2.9	-2.5	10.8	-3.0	-0.3	9.9	16.0
O=C(CCC(=O)N(CC(=O)NC1CCCC1)C1CCCCC1)Nc1ccccn1	4.1	-0.1	-3.2	-9.0	2.0	6.7	2.2	2.2	5.0
COc1ccc(/C=C2\Oc3cc(OCC(N)=O)ccc3C2=O)cc1OC	2.8	-1.0	-1.5	-6.3	-28.3	-4.3	5.6	-1.0	2.6
CC1CC(C)CN(CCCNC(=O)c2ccc3nc(N4CCCCC4)sc3c2)C1 (configuration not stated)	4.6	2.0	1.0	3.4	-3.3	-2.6	-2.8	3.2	2.1
COCCn1c(SCC(=O)N2CCCc3ccccc32)nnc1-c1ccco1	2.1	-0.7	-5.5	-6.3	11.7	5.2	-4.2	-1.1	3.0
CN(C)/N=C/c1cn(-c2ccccc2)nc1-c1cccnc1	4.3	0.2	-3.0	-1.3	6.5	3.5	3.6	2.3	-1.6
COc1cccc(C(=O)Nc2c3c(nn2-c2cccc(C)c2C)CS(=O)(=O)C3)c1OC	-0.5	3.3	-6.3	1.2	4.8	3.5	9.6	4.0	1.1
COc1ccccc1NS(=O)(=O)c1cc(C(=O)NCCC(C)C)ccc1F	6.6	-3.3	5.0	5.5	4.5	2.6	1.3	3.1	9.8
O=C1Cc2cc(S(=O)(=O)Nc3ccc(N4CCOCC4)cc3)ccc2N1	5.0	·	1.7	·	·	2.8	6.8	·	3.4
Cc1nc2ccc(S(=O)(=O)N(C)CC(=O)NCc3ccc4c(c3)OCO4)cc2s1	2.2	0.2	-4.3	-4.1	-1.0	2.3	2.6	8.4	4.0
Brc1ccccc1Cn1c(-c2cncs2)nc2ccccc21	-4.2	-1.4	-4.4	8.9	5.0	1.3	18.6	1.6	15.3
CC(C)(C)c1csc(Sc2ncccc2[N+](=O)[O-])n1	-1.2	-2.2	1.3	8.3	6.3	-0.7	8.5	6.0	0.3

New compounds follow:
SMILES	PAFAH1B2 inh	LYPLA1 counter	PAD4 inh	PME-1 primary	GSTO1 counter	PAFAH2 FP inh	pPAFAH inh	LYPLA2 counter	PAFAH1B3 FP inh
COc1ccc(NS(=O)(=O)c2cc(NC(=O)c3ccc(Cl)cc3)ccc2N2CCOCC2)cc1	-20.8	·	-0.2	·	·	-37.0	-12.7	·	6.6
O=C(NNS(=O)(=O)c1ccccc1)C1CC(c2cccnc2)=NO1 (configuration not stated)	6.1	-0.2	-2.8	-4.0	0.3	7.2	5.9	-4.2	12.5
COc1ccc(Cl)cc1NC(=O)CN(C)C(=O)Cc1n[nH]c(=O)c2ccccc12	-0.2	1.6	0.4	-4.0	-1.8	3.9	3.8	1.2	7.7
CCOc1ccccc1OCCOc1ccc(F)cc1	-0.2	3.8	-4.0	-1.6	-3.8	4.0	1.7	-3.7	-4.3
